Source: PubChem BioAssay (several laboratories)
NTR1 agonist: agonists of NTR1, primary screen, imaging, U2OS cells, beta-arrestin-GFP, high content (AID 493036). P30989. NTR1-U2OS beta-arrestin-GFP spot imaging, agonist mode. activation, % at 20 µM. hit rate 0.17% among 330,000;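 active = activation at or above 40% of the spot to cytoplasm intensity ratio, with at least 20 cells analyzed; inconclusive = wells under 20 cells, flagged as cytotoxic or low count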;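 note: 0% = DMSO without peptide and 100% = 100 nM NTR1 peptide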
Target sequence (P30989 whole entry, looked up): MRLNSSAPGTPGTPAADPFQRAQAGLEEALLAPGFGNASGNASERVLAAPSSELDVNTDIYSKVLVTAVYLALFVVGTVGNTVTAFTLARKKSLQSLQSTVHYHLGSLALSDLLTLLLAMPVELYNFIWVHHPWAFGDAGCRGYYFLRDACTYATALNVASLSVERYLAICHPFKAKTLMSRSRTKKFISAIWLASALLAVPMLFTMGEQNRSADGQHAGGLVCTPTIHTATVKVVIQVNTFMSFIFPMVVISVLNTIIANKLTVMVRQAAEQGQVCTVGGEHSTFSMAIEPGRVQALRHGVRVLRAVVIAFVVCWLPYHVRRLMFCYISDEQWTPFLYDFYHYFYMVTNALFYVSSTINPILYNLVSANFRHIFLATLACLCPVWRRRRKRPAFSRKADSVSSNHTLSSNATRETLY
Myeloid diff MLP: compounds promoting myeloid differentiation; ER-HoxA9 myeloid progenitors, lysozyme-GFP differentiation, flow cytometry; calls only at 10 µM; hit rate 1% among 360,000;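 active = normalized GFP-positive differentiation at or above the plate's own cutoff, the solvent-only control mean plus 3 SD; inconclusive = no clear call, values can overlap the other calls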;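 note: cells exposed to compound for four days before flow analysis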
T cell modulator: T cell immune modulators affecting CD8 T cell-vesicle binding. 2C CD8+ T cell-vesicle binding, flow cytometry; hits give low values. calls only at 7 µM. hit rate 0.068% among 330,000;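 active = response, share of CD8 T cells binding vesicles, and their 90th percentile fluorescence all below set limits, cut at about 80% in these data, passing the limit was not always enough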
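Incubation: binding step 1.5 h, 37 °C, antibody labelling 20 min, ice; system: murine 2C transgenic CD8+ T lymphocytes; technique: cytometric PE anti-B7-1 and Alexa647 anti-CD8 signals after 1% paraformaldehyde fixation; also added: QL9-charged Drosophila Ld/ICAM-1/B7-1 vesicles; control set: naked versus QL9-loaded vesicles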
T cell modulator vesicle-bound %: recorded beside T cell modulator, whose call it bears; double positive events, %; measured here: CD8+ vesicle-bound cell fraction;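 binding gate set so that unloaded-vesicle control wells show 10% double positive cells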
NTR1 agonist cell count 20 µM: second read-out of NTR1 agonist, no call of its own (marks repeat the call); cell count; measured here: cell count, cytotoxicity flag
Myeloid diff MLP GFP+ MAC1+ %: recorded beside Myeloid diff MLP, whose call it bears; GFP+ MAC1+ double positive, %; measured here: differentiation confirmed by MAC1 staining
* = called active by the depositor; i = inactive; ? = inconclusive; nt = no result given; + = active, no number. The list is partial; the hit share may differ from the screen's.

SMILES	NTR1 agonist	NTR1 agonist cell count 20 µM	Myeloid diff MLP	Myeloid diff MLP GFP+ MAC1+ %	T cell modulator	T cell modulator vesicle-bound %
Cc1ccc(C(=O)C(C)OC(=O)CN2C(=O)NC3(CCCC3)C2=O)cc1 (stereo not drawn)	-1.1	84	i	0.7	i	27
Cc1c(C(=O)NCC2CCCO2)oc2ccc(Br)cc12 (stereo not drawn)	1.2	71	i	1.6	i	30
COc1ccc(-c2nnc(C(C)Nc3cccc(C(=O)NC4CC4)c3)o2)cc1 (stereo not drawn)	-0.4	54	i	0.6	i	32
CC(=O)N1CCN(S(=O)(=O)c2cccc(C(=O)OCC(=O)N(CCC#N)c3ccc(F)cc3)c2)CC1	1.5	66	i	1.7	i	18
Cc1ccccc1OCC(=O)OCC(=O)NCc1ccco1	-0.4	56	i	0.7	i	55
COc1ccc(S(=O)(=O)N2CCOCC2)cc1NC(=O)CC(C)c1ccccc1 (stereo not drawn)	-1.1	40	i	0.4	i	56
Cc1ccc(/C=N/n2nnnc2N)cc1	-0.7	47	i	0.7	i	44
Cc1ccc(C(=O)c2c3ccccc3[n+]([O-])n2[C@@H](C)C(N)=O)cc1	0.0	47	i	0.7	i	26
CC(OC(=O)Cn1cnc2c1c(=O)n(C)c(=O)n2C)C(=O)NCc1ccccc1 (stereo not drawn)	-0.4	52	i	0.4	i	32
O=C(CN1C(=O)NC2(CCCCCC2)C1=O)NCc1ccc(Cl)cc1	-0.6	63	i	0.0	i	51
CN(C(=O)CN1CCCCCC1)c1c(N)n(Cc2ccccc2)c(=O)[nH]c1=O	1.7	63	i	0.8	i	48
CCOC(=O)c1c(NC(=O)CSc2nc3ccc(C)cc3[nH]2)sc2c1CC(C)(C)NC2(C)C	4.4	65	i	2.5	i	36
CCOc1ccc(C(=O)NCC(=O)OCCN2C(=O)c3ccccc3C2=O)cc1OCC	-1.0	61	i	0.8	i	8
Cc1ccc(C)c(OCC(=O)NCC(C)(C)N2CCOCC2)c1	1.9	71	i	1.4	i	28
O=C(CNCc1ccco1)Nc1cc(S(=O)(=O)N2CCOCC2)ccc1N1CCOCC1	1.1	43	i	1.2	i	28

A different layout for part of the listing above:
Screens in order – NTR1 agonist | NTR1 agonist cell count 20 µM | Myeloid diff MLP | Myeloid diff MLP GFP+ MAC1+ % | T cell modulator | T cell modulator vesicle-bound %
- Cc1ccc(C(=O)c2c3ccccc3[n+]([O-])n2[C@@H](C)C(N)=O)cc1
    0.0 | 47 | i | 0.7 | i | 26
- CC(OC(=O)Cn1cnc2c1c(=O)n(C)c(=O)n2C)C(=O)NCc1ccccc1 (stereo not drawn)
    -0.4 | 52 | i | 0.4 | i | 32
- O=C(CN1C(=O)NC2(CCCCCC2)C1=O)NCc1ccc(Cl)cc1
    -0.6 | 63 | i | 0.0 | i | 51

Continued:
SMILES	NTR1 agonist	NTR1 agonist cell count 20 µM	Myeloid diff MLP	Myeloid diff MLP GFP+ MAC1+ %	T cell modulator	T cell modulator vesicle-bound %
COc1cc(Cl)c(C)cc1NC(=O)CSc1nnc(CN2CCCC2)o1	-1.4	56	i	0.5	i	12
Cc1ccc(S(=O)(=O)NCc2ccccc2)cc1C(=O)N1CCCC(C(F)(F)F)C1 (stereo not drawn)	1.9	67	i	0.8	i	43
O=C(COC(=O)c1nc(Cl)ccc1Cl)Nc1ncc(Cl)cc1Cl	0.1	61	i	1.2	i	41
COc1cc(C(=O)NCC(=O)OCC(=O)Nc2nnc(-c3ccccc3)o2)cc(OC)c1OC	-0.7	54	i	0.6	i	50
CCCn1c(SCC(=O)N(C)C2CCS(=O)(=O)C2)nc2sc3c(c2c1=O)CCC3 (stereo not drawn)	0.7	58	i	1.1	i	43
O=C(COC(=O)c1ccc[nH]c1=O)NCC12CC3CC(CC(C3)C1)C2	2.5	50	i	1.1	i	38
Cc1ccc(CNC(=O)C(=O)NCCC2CCCCN2S(=O)(=O)c2cccs2)cc1 (stereo not drawn)	2.2	62	i	0.3	i	40
CCCCOCCCNC(=O)/C=C/c1ccccc1Cl	-0.7	59	i	0.4	i	51
CCOc1ncccc1C(=O)NCC(c1ccco1)N1CCCCC1 (stereo not drawn)	4.1	62	i	0.7	i	29
Cc1nn(C)c(C)c1NS(=O)(=O)c1ccc(OC(F)(F)F)cc1	0.6	71	i	1.0	i	8
CSCC[C@H](NC(=O)C1CCN(S(=O)(=O)c2ccc(C)cc2C)CC1)c1nc2ccccc2[nH]1	-1.4	44	i	0.6	i	33
COc1ccc2c3n(nc2c1)CCN=C3c1cc(Cl)c(N)c(Cl)c1	-0.3	45	i	1.2	i	16
CC(=O)C[C@H](O)CC(=O)[C@@H]1OC(=O)CCCCCCc2ccccc21	4.7	47	i	1.3	i	26
CCCCn1c(SCC(=O)NC(=O)Cc2ccccc2)nc2ccccc2c1=O	11	71	i	1.0	i	56
CCN(CC)S(=O)(=O)c1cc(NC(=O)c2ccc3c(c2)NC(=O)C(C)S3)ccc1C (stereo not drawn)	8.0	54	i	0.3	i	46
CC(Sc1nnc(-c2ccco2)o1)C(=O)Nc1ccc(OC(F)F)cc1 (stereo not drawn)	-0.6	61	i	1.0	i	35
O=C(Nc1ccc(S(=O)(=O)Nc2nccs2)cc1)C(F)(F)F	-0.7	38	i	0.4	i	31
Cc1ccc(S(=O)(=O)N2CCN(C(=O)[C@H](Cc3ccccc3)NC(=O)c3ccco3)CC2)cc1C	-0.8	63	i	0.7	i	28
COc1ccc(CNC(=O)COC(=O)c2cc(S(=O)(=O)N3CCOCC3)ccc2O)cc1OC	1.3	55	i	1.0	i	32
COc1ccccc1C(=O)NC(=O)COC(=O)c1oc2ccccc2c1C	-0.3	76	i	0.6	i	40
CCOc1ccc(Cl)cc1C1=CC(=O)C[C@H](c2ccc(OC)cc2)C1	0.7	55	?	nt	i	43
C=CCC12C=C(OC)C(=O)OC(OC)(C1O)[C@H](c1ccc3c(c1)OCO3)[C@H]2C (stereo partly drawn)	-1.9	98	i	3.8	i	31
O=C(COC(=O)c1cc(S(=O)(=O)N2CCOCC2)ccc1F)c1ccccc1	13	51	i	0.8	i	57
Cc1ccccc1OCCC(=O)Nc1ccccc1C(=O)N1CCCCC1	1.7	91	i	0.6	i	40
COc1ccc(CCNS(=O)(=O)CCNC(=O)c2ccc3c(c2)OCO3)cc1	-0.8	67	i	1.2	i	58
O=C(C[C@H]1C/C=C\C[C@@H](Cc2ccc(F)cc2)C(=O)O[C@H](c2ccccc2)CNC1=O)NCCO	1.2	62	i	2.1	i	52
CN(Cc1ccccc1)C(=O)c1[nH]cnc1C(=O)NCc1ccc(CNC(=O)OC(C)(C)C)cc1	1.3	59	i	0.9	i	30
Cc1cnc(C(=O)OCC(=O)Nc2c(Cl)cc(Cl)cc2Cl)cn1	-0.4	65	i	0.0	i	28
CC(=O)Nc1ccc(S(=O)(=O)N(C)CC(=O)NC2CCCC(C)C2C)cc1 (stereo not drawn)	-0.5	56	i	1.6	i	24
O=C(OCc1ccccc1)c1ccccc1	-0.1	89	i	1.1	i	53
CN(C(=O)Cn1cc([N+](=O)[O-])ccc1=O)C1CCCCC1	2.4	85	i	0.4	i	11
Cc1ccnc(NC(=O)c2cccc(S(=O)(=O)NCc3ccccc3)c2)c1	-1.1	84	i	0.6	i	40
CCCn1c(N)c(C(=O)COC(=O)/C=C/c2ccc(OC(F)F)c(OC)c2)c(=O)[nH]c1=O	11	70	i	1.0	i	50
O=C(Nc1cc(C(=O)N2CCN(c3ccccc3O)CC2)ccc1Cl)c1cccs1	1.9	59	i	0.5	i	22
Cc1cc(C)c(C(=O)COC(=O)Cn2nc(-c3ccccc3)oc2=O)cc1C	2.5	59	i	0.1	i	52
CC(Oc1ccc2ccc(=O)oc2c1)C(=O)N1CCOCC1 (stereo not drawn)	-0.4	59	i	0.8	i	24
CCCCCN(C(=O)CCC(=O)OCc1cc(C(C)=O)ccc1OC)c1c(N)n(CCCC)c(=O)[nH]c1=O	1.2	56	i	1.8	i	38
N#CCC(=O)Nc1ccc(C(=O)OC(C(=O)Nc2cc(C(F)(F)F)ccc2Cl)c2ccccc2)cc1 (stereo not drawn)	15	48	+	1.7*	i	34
COc1ccc(S(=O)(=O)Nc2ccc3c(c2)C(=O)N([C@H](C)CO)C[C@H](C)[C@@H](CN(C)C(=O)Nc2ccc(C(F)(F)F)cc2)O3)cc1	1.7	75	i	1.1	i	9
COc1ccc(N2CCN(C(=O)COC(=O)/C=C/c3ccc(C(F)(F)F)cc3)CC2)cc1	-1.0	57	+	0.8*	i	47
COc1ccc2c(c1)[C@H]1[C@H](CO2)[C@H](c2ccccc2)[C@]2(C)C(=O)Nc3ccc(F)cc3C(=O)N12	2.0	55	i	0.7	i	11
COc1ccccc1NS(=O)(=O)c1cc(NC(=O)CCNC(C)=O)ccc1N1CCCCC1	1.3	73	i	1.8	i	42
CN(CC(=O)Nc1ccccc1C(F)(F)F)C(=O)CSCc1ccccc1	-0.2	67	i	0.6	i	21
Nc1c(Cl)c(Cl)nc(C(=O)OCC(=O)NCc2ccccc2)c1Cl	2.9	82	i	0.1	i	40
Cc1ccc(S(=O)(=O)N2CCN(C(=O)COC(=O)CNC(=O)c3ccccc3)CC2)c(C)c1	0.7	62	i	0.6	i	38
O=C(CN1C(=O)NC2(CCCCCCC2)C1=O)Nc1ccc(Cl)cc1	7.1	64	i	1.5	i	24
CN(C(=O)COc1ncnc2ccccc12)C1CCCCC1	3.6	63	i	0.3	i	29
O=S(=O)(c1ccc(Br)cc1Cl)N1CCCN(c2ccc(C(F)(F)F)cn2)CC1	4.1	59	i	1.8	i	29
COc1ccc(S(=O)(=O)N2CCCC(C(=O)N3CCCC3)C2)cc1OC (stereo not drawn)	0.0	79	i	0.9	i	58
NC(=O)c1cc(Cl)ccc1OCC(=O)Nc1ccc2c(c1)OCO2	0.8	74	i	0.7	i	34
CN(CC(=O)N(C)CC(=O)Nc1c(Cl)cccc1Cl)Cc1ccccc1F	-2.0	58	i	0.3	i	45
CC1(C)CC(=O)C=C(c2cccc(Br)c2)C1	0.7	57	i	1.8	i	52
Cc1ccc(CNC(=O)c2ccc(N3CCC4(CC3)CC(c3cccc(Br)c3)=NO4)c(NC(=O)c3ccco3)c2)cc1	7.8	80	i	1.4	i	6
O=C(C[n+]1ccccc1)N/N=C/c1ccc(Br)cc1	0.5	53	i	0.4	i	24
CCOc1ccc(NS(=O)(=O)c2cc(C(=O)N(CC)CC(=O)NCc3cccs3)ccc2C)cc1	3.1	56	i	0.4	i	15
O=C(COC(=O)Cc1cccs1)NCC(=O)Nc1ccc(F)cc1	2.6	69	i	0.9	i	10
O=C(COc1ccc([N+](=O)[O-])cc1)Nc1cc(S(=O)(=O)N2CCCCC2)ccc1N1CCCCC1	2.2	59	i	0.4	i	35
COc1ccccc1NC(=O)COC(=O)c1cc(C)oc1C	-0.5	62	i	0.8	i	34
CSc1ccccc1NC(=O)COC(=O)c1ccc(-n2nc(C)cc2C)cc1	2.9	60	i	0.1	i	24
COc1ccc2c(C)cc(SCC(=O)NCC3CCCO3)nc2c1 (stereo not drawn)	-0.3	57	i	1.8	i	4

Some entries already given, showing only T cell modulator, NTR1 agonist and Myeloid diff MLP:
SMILES | T cell modulator | NTR1 agonist | Myeloid diff MLP
O=S(=O)(c1ccc(Br)cc1Cl)N1CCCN(c2ccc(C(F)(F)F)cn2)CC1 | i | 4.1 | i
COc1ccc(S(=O)(=O)N2CCCC(C(=O)N3CCCC3)C2)cc1OC (stereo not drawn) | i | 0.0 | i
NC(=O)c1cc(Cl)ccc1OCC(=O)Nc1ccc2c(c1)OCO2 | i | 0.8 | i
CN(CC(=O)N(C)CC(=O)Nc1c(Cl)cccc1Cl)Cc1ccccc1F | i | -2.0 | i
CC1(C)CC(=O)C=C(c2cccc(Br)c2)C1 | i | 0.7 | i
Cc1ccc(CNC(=O)c2ccc(N3CCC4(CC3)CC(c3cccc(Br)c3)=NO4)c(NC(=O)c3ccco3)c2)cc1 | i | 7.8 | i
O=C(C[n+]1ccccc1)N/N=C/c1ccc(Br)cc1 | i | 0.5 | i

(listing goes on)
SMILES	NTR1 agonist	NTR1 agonist cell count 20 µM	Myeloid diff MLP	Myeloid diff MLP GFP+ MAC1+ %	T cell modulator	T cell modulator vesicle-bound %
O=C(C[C@@H]1C/C=C\CCC(=O)OC[C@@H]2CCCN2C1=O)N[C@H](CO)Cc1ccccc1	3.4	60	i	0.5	i	12
O=C(NC1CCN(Cc2ccccc2)CC1)c1cccc(S(=O)(=O)Nc2ccc(SC(F)F)cc2)c1	2.8	77	i	1.1	i	23
CC(=NNC(=O)c1cc(C)oc1C)c1ccc(Br)s1	-0.3	58	i	0.5	i	28
O=C(CCc1ccccc1)Nc1cc2c(cc1C(=O)O)OCCCO2	0.1	53	i	0.7	i	19
O=C(CSc1nc(O)c(C2CCCCC2)c(=O)[nH]1)NCC1CCCO1 (stereo not drawn)	2.9	87	i	1.0	i	12
COCC(C)n1c(SCC(=O)NC(=O)NC2CCCC2)nc2ccccc2c1=O (stereo not drawn)	3.5	58	i	2.0	i	33
